Runt-CBFb FRET: Runt domain-CBFb interaction inhibition; Cerulean-Runt/Venus-CBFb FRET ratio 530/480, 1 h; AID 1496; 0.46% of 220,000 active; Q01196+Q13951; inhibition, % at 20 µM;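 active = inhibition over about 50% at 20 µM in the single-dose screen, limit read from the data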;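 note: 0% = DMSO wells and 100% = excess unlabeled CBFb competitor control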
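System: Cerulean-labeled Runt domain protein | Quantity: 100 nM of each labeled protein | Schedule: 1 h compound exposure, room temperature | Detection: Fluorescence energy transfer, 422 nm excitation, 530/480 nm emission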
BaF3 parental: counter-screen for JAK2V617F inhibitors: parental Ba/F3 viability inhibitors. CellTiter-Glo ATP luminescence. inhibition, % at 5.6 µM. 1.1% of 220,000 active;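 active = inhibition above a per-campaign cutoff, the mean inhibition of all tested compounds plus 3 SD, cut at about 27% in these data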;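 note: 0% = DMSO wells and 100% = JAK Inhibitor I control wells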
Ba/F3 V617F tox: reduce viability of Ba/F3 cells dependent on JAK2V617F | Ba/F3 EpoR-JAK2V617F viability, ATP luminescence | inhibition, % at 5.6 µM | 1.1% of 220,000 active | AID 1446;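 active = inhibition above the campaign mean plus 3 SD over all tested compounds, cut at about 24% in these data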;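 note: cytokine-independent growth of Ba/F3 cells driven by EpoR plus mutant JAK2; 0% = DMSO-treated cells and 100% = JAK inhibitor I control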
S1P4 antagonist: human S1P4 receptor antagonism; O95977; S1P4-expressing cells, antagonist mode, reporter read-out; inhibition, % at 4.98 µM; 0.26% of 220,000 active; AID 1510; in the data active = inhibition above about 29%;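 note: 0% = wells stimulated with agonist and 100% = vehicle wells without agonist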
Target sequence (O95977 whole entry, looked up): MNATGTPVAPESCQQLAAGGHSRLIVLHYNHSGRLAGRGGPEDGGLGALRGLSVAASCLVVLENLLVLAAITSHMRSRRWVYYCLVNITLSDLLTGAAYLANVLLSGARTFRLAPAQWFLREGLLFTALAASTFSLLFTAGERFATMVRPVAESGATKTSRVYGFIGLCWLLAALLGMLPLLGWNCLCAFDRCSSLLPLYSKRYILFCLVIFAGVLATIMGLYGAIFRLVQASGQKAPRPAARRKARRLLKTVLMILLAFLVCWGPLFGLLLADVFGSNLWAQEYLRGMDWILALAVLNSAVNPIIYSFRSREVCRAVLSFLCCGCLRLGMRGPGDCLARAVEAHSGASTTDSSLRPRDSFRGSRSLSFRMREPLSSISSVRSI
NPY2 pot ag: potentiates or activates human NPY-Y2 receptor | 0.45% of 220,000 active | cells expressing NPY-Y2, potentiator/agonist read-out | P49146 | activation, % at 3.6 µM | AID 1359; in the data active = activation above about 27%;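 note: cells stimulated with NPY near EC25 plus isoproterenol at EC100; 0% = vehicle plus submaximal agonist and 100% = vehicle plus saturating agonist; some results beyond the cut were filed as inactive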
Target sequence (P49146 whole entry, looked up): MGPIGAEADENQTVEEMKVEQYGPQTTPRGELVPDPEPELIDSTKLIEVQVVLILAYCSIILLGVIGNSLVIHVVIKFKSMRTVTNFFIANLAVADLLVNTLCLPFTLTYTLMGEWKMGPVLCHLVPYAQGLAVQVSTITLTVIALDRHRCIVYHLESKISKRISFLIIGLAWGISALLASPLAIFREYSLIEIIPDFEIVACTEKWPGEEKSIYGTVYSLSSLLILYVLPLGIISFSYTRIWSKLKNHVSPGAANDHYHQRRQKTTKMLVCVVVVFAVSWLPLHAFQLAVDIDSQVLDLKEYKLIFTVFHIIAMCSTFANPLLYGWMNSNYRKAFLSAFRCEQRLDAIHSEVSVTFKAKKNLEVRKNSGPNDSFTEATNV
NPY-Y1 PAM-ag: potentiators or agonists of human neuropeptide Y receptor Y1; 0.37% of 220,000 active; activation, % at 3.6 µM; P25929; NPY-Y1 expressing cells, potentiator/agonist activation; in the data active = activation above about 33%, passing the limit was not always enough;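 note: cells stimulated with NPY at EC10 then isoproterenol at EC100; 0% = low agonist plus stimulus and 100% = saturating agonist plus stimulus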
NPY-Y1 antag: antagonists of human neuropeptide Y receptor Y1 | P25929 | HEK293-CNG Y1 cells, membrane potential fluorescence; NPY at EC95, then isoproterenol | inhibition, % at 3.6 µM | 1% of 200,000 active;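 active = inhibition above the campaign mean inhibition of all tested compounds plus 3 SD, cut at about 20% in these data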;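 note: 0% = DMSO wells given NPY plus isoproterenol and 100% = isoproterenol alone without NPY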
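Material: HEK293 cells co-expressing NPY Y1 receptor and cyclic-nucleotide gated channel. Timing: compound incubation 1 h at room temperature, readout 45 min post-stimulation. Signal: fluorescence, membrane potential probe.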
S1P4 ag: human S1P4 receptor agonism; 0.35% of 220,000 active; activation, % at 4.98 µM; S1P4-expressing cell line, agonist reporter assay; O95977; AID 1509; in the data active = activation above about 11%;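 note: 0% = DMSO vehicle and 100% = reference agonist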
RBBP9 inh: blocks human serine hydrolase RBBP9 | 0.2% of 220,000 active | inhibition, % at 7.94 µM | recombinant RBBP9, FP-Rh probe fluorescence polarization | AID 1515;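 active = inhibition above the campaign mean of all tested compounds plus 3 SD, cut at about 14% in these data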;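 note: plate controls were DMSO wells with RBBP9 for no effect and wells lacking RBBP9 protein for full effect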
Target sequence (O75884 whole entry, looked up): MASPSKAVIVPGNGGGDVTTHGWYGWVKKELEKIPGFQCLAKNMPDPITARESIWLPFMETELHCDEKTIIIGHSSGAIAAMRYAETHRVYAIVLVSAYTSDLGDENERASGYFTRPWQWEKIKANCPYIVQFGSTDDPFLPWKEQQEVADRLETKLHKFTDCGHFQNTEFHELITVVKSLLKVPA
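System: RBBP9 protein / Buffer or medium: Tris/NaCl buffer pH 8.0 with 0.1% Pluronic / Probe or stimulus: Serine-hydrolase probe FP-Rh, 375 nM pre-mixing / Dosing: 7.94 µM single dose, 0.794% DMSO / Times: enzyme-compound preincubation 30 min, then probe labeling 45 min, 25 °C / Technique: fluorescence polarization (mP), excitation 525 nm, emission 598 nm / Replication: singlicate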
* marks the source's active call; other numbers are inactive results; nt = not tested or not shown.

Codes – A = Runt-CBFb FRET; B = BaF3 parental; C = Ba/F3 V617F tox; D = S1P4 antagonist; E = NPY2 pot ag; F = NPY-Y1 PAM-ag; G = NPY-Y1 antag; H = S1P4 ag; I = RBBP9 inh
O=C(CSCC(=O)Nc1nccs1)Nc1ccccc1
  A = 1; B = 1; C = 0; D = -5; E = 3; F = 14; G = -1; H = 1.2; I = 1
N#CCC(=O)Nc1ncn(Cc2ccccc2Cl)n1
  A = -2; B = 0; C = -4; D = -20; E = 3; F = -5; G = -5; H = 1.4; I = -5
Cc1ccc(CNc2nc(-c3cccs3)nc3ccccc23)cc1
  A = 2; B = 8; C = 1; D = -8; E = 1; F = -42; G = 2; H = -0.2; I = -26
CCN(CC)c1ccc(C(=O)OCC(=O)N(C(C)C)C(C)C)cc1
  A = -3; B = 2; C = -1; D = -8; E = 4; F = 17; G = -2; H = 1.9; I = -5
CCNC(=S)N1CCc2cc(OC)c(OC)cc2C1COc1ccc(F)cc1 (configuration not stated)
  A = -3; B = 3; C = -2; D = -3; E = 14; F = 14; G = 2; H = 1.6; I = -7
Cc1cccc2cc(CN(Cc3nnnn3C3CCCC3)C3CCCCC3)c(=O)[nH]c12
  A = nt; B = 5; C = -3; D = 6; E = 1; F = -8; G = 0; H = 2.4; I = -7
COC(=O)c1c(N)c2ccccc2[nH]c1=O
  A = 4; B = 8; C = 7; D = -15; E = -8; F = -10; G = -4; H = 0.8; I = -3
Cc1cc(NC(=O)CN2C(=O)NC3(CCCCCC3)C2=O)no1
  A = 2; B = -9; C = 6; D = 8; E = -16; F = -7; G = nt; H = -0.8; I = -2
O=C(N/N=C/c1cccnc1)c1ccccc1NS(=O)(=O)c1cccs1
  A = 0; B = 7; C = 4; D = -16; E = -13; F = 6; G = -2; H = 0.9; I = -4
Cc1ccc(CNC(=O)CSc2nc(C)cs2)cc1
  A = -2; B = 2; C = -2; D = -5; E = 2; F = 1; G = -1; H = -1.4; I = -5
CCOC(=O)C(=CNc1ccc(Oc2cccnc2)nc1)C(=O)OCC
  A = -2; B = -4; C = 3; D = 7; E = -4; F = 6; G = nt; H = -1.1; I = 1
O=C(O)C1CCCCC1C(=O)Nc1cc(Cl)ccc1Cl (configuration not stated)
  A = -2; B = 3; C = -3; D = 0; E = 6; F = -4; G = -2; H = -2.2; I = 1
COc1ccc(OC)c(NC(=O)COC(=O)/C=C/c2c(C)nn(C3CCS(=O)(=O)C3)c2Cl)c1 (configuration not stated)
  A = -3; B = 2; C = 0; D = -10; E = -19; F = -20; G = -1; H = 0.9; I = -9
Cc1ccc(-c2cc(C(F)(F)F)n3ncc(C(=O)NCc4ccco4)c3n2)cc1
  A = -1; B = 2; C = 0; D = 8; E = -19; F = -27; G = 4; H = 1.1; I = -1
CC(C)c1nnc(NC(=O)CSc2nnc(NC(=O)c3c(F)cccc3F)s2)s1
  A = -1; B = 10; C = 4; D = 6; E = -8; F = 8; G = -4; H = -0.2; I = -8
CCC(C)[C@H](NC(=O)NCc1ccc(F)cc1)C(=O)O (some centres not stated)
  A = 2; B = 0; C = -2; D = 14; E = 16; F = -2; G = nt; H = -1.2; I = -5
O=C(O)C(Cc1ccccc1)N=Cc1c(O)c2ccccc2oc1=O (configuration not stated)
  A = 1; B = -2; C = -6; D = -8; E = 11; F = 13; G = 4; H = 0.3; I = -5
CC1CCN(S(=O)(=O)c2ccc(S(=O)(=O)NCc3cccnc3)cc2)CC1
  A = -2; B = 2; C = 0; D = 8; E = -5; F = -4; G = 0; H = -0.3; I = -2
O=C(CNC(=O)/C(=C\c1ccc(F)cc1)NC(=O)c1ccccc1)OCc1ccccc1
  A = 0; B = 6; C = 5; D = 6; E = 13; F = -41; G = 2; H = 1.2; I = -1
Cc1ccc(Nc2ncnc(N)n2)cc1
  A = 4; B = 7; C = -3; D = -1; E = -8; F = 10; G = 2; H = 0.3; I = 2
CC[C@H](C)[C@H](NC(N)=O)C(=O)Nc1ccc2c(c1)OCO2
  A = 10; B = 1; C = -3; D = -15; E = -4; F = 7; G = -4; H = -0.6; I = 11
Cc1nn(-c2cccc(Cl)c2)c2nc(-c3ccco3)cc(C(=O)O)c12
  A = 22; B = 3; C = -3; D = 2; E = -7; F = -2; G = -1; H = -2.3; I = -15
COc1ccccc1CNC(=O)C1CCCN(S(=O)(=O)c2cccc3cccnc23)C1 (configuration not stated)
  A = 0; B = 4; C = -3; D = -14; E = 4; F = 9; G = -3; H = -2.1; I = -1
CSc1ccc(C(C(C(=O)c2cccs2)N2CCOCC2)N2CCOCC2)cc1 (configuration not stated)
  A = -2; B = 2; C = -3; D = -4; E = 9; F = -2; G = -7; H = 0.2; I = 7
N#Cc1ccc(NC(=O)COC(=O)CNC(=O)C2CCCCC2)cc1
  A = 2; B = 5; C = 2; D = 11; E = -15; F = -2; G = 0; H = -0.1; I = -8

Limited to S1P4 ag, BaF3 parental and NPY2 pot ag, for some of the entries so far:
molecule,S1P4 ag,BaF3 parental,NPY2 pot ag
CCNC(=S)N1CCc2cc(OC)c(OC)cc2C1COc1ccc(F)cc1 (configuration not stated),1.6,3,14
Cc1cccc2cc(CN(Cc3nnnn3C3CCCC3)C3CCCCC3)c(=O)[nH]c12,2.4,5,1

Additional entries follow.
Codes – A = Runt-CBFb FRET; B = BaF3 parental; C = Ba/F3 V617F tox; D = S1P4 antagonist; E = NPY2 pot ag; F = NPY-Y1 PAM-ag; G = NPY-Y1 antag; H = S1P4 ag; I = RBBP9 inh
OC1(c2ccccc2)Cc2cccc[n+]2C1c1ccccc1 (configuration not stated)
  A = 3; B = 1; C = 0; D = -6; E = -20; F = 10; G = nt; H = -0.6; I = -11
Cc1noc(NS(=O)(=O)c2ccc(N/C=C/C(=O)c3ccc(F)cc3)cc2)c1C
  A = -1; B = 6; C = 4; D = -4; E = -1; F = -5; G = -2; H = 0.8; I = -8
COc1ccc(NC(=O)CN(c2ccc([N+](=O)[O-])cc2)S(=O)(=O)c2ccccc2)c(OC)c1
  A = 3; B = 6; C = 0; D = 3; E = -3; F = -14; G = 5; H = -2.1; I = -11
COc1ccc(N2CCN(C(=O)CCCn3c(=S)[nH]c4cc5c(cc4c3=O)OCO5)CC2)cc1
  A = -1; B = 5; C = 4; D = -2; E = -11; F = 12; G = -2; H = 0.0; I = -9
CCOCCCNCc1cccc(OCc2ccc(F)cc2)c1
  A = -1; B = 8; C = 4; D = -15; E = 2; F = -13; G = 16; H = 0.1; I = 5
N#Cc1c(NC(=O)c2cc(-n3cnnc3)ccc2Cl)sc2c1CCCC2
  A = -5; B = 9; C = 3; D = -23; E = -9; F = -10; G = -3; H = 0.0; I = -1
COc1ccnc(Oc2ccc(F)cc2)c1C(=O)N/C=N/OCc1ccc(Cl)cc1Cl
  A = 2; B = 0; C = -3; D = -11; E = 1; F = -5; G = 1; H = -2.3; I = -4
CCCCC(=O)Nc1ccc(C(=O)NNC(=S)NC(=O)c2cccs2)cc1
  A = 7; B = 1; C = -4; D = -11; E = -3; F = -19; G = 0; H = -1.1; I = -6
CCOc1ccc(N(CC(=O)N2CC=C(c3ccccc3)CC2)S(=O)(=O)c2c(C)noc2C)cc1
  A = -2; B = 3; C = -3; D = -15; E = 5; F = -18; G = -3; H = -1.7; I = 0
N#Cc1ccc(NC(=S)NCCN2CCOCC2)cc1
  A = 1; B = -2; C = -1; D = -1; E = -4; F = 9; G = 0; H = 0.6; I = 0
COc1cccc(-c2nn(-c3ccccc3)cc2CN(C)Cc2c(C)nc3ccccn23)c1
  A = -9; B = 2; C = -4; D = -12; E = -18; F = -55; G = 23*; H = 0.3; I = -4
CCOP(=O)(c1ccc(N(C)C)cc1)C(O)c1ccc(Cl)cc1 (configuration not stated)
  A = -1; B = 0; C = -2; D = -6; E = -3; F = 8; G = 3; H = 0.2; I = -4
O=C1OCCN1C(=O)[C@H]1[C@H](c2ccc([N+](=O)[O-])cc2)C(c2cccc(Cl)c2)=NN1c1ccccc1
  A = -1; B = 5; C = 3; D = 15; E = 31*; F = 29; G = -7; H = 0.2; I = -12
O=C(NCc1ccco1)NC1CCCCC1
  A = -1; B = 3; C = 2; D = -14; E = -1; F = -6; G = 6; H = 1.3; I = -4
COc1ccc2nc(C)cc(SCC(=O)N/N=C/c3ccccc3)c2c1
  A = 2; B = 2; C = 1; D = -10; E = 6; F = -8; G = 0; H = -1.1; I = 5
CCCSc1ccc(C(=O)Nc2ccc(Cl)cc2)cn1
  A = 3; B = 4; C = 1; D = 4; E = -6; F = -31; G = -2; H = 0.1; I = -9
Cn1sc(NC(=O)c2ccccc2Cl)nc1=O
  A = 2; B = 5; C = 3; D = 11; E = 3; F = -25; G = -5; H = 0.9; I = -1
CC(=O)NS(=O)(=O)c1ccc(N=NN2CCCCCC2)cc1
  A = 2; B = -5; C = -3; D = -5; E = -3; F = -7; G = -4; H = -1.7; I = -5
O=C(N/N=C/c1ccc([N+](=O)[O-])s1)c1cccc(Br)c1
  A = 5; B = 10; C = 6; D = -12; E = 9; F = -2; G = -1; H = -1.5; I = 0
COc1ccccc1C(=O)n1nc(-c2ccco2)nc1SC
  A = -2; B = 2; C = -3; D = 2; E = 13; F = 21; G = 1; H = 0.6; I = -13
O=C1N(C2CCCC2)C[C@@H]2C[C@@H](c3cccn3-c3nccs3)N3CCC[C@@]123
  A = 0; B = -4; C = -2; D = -10; E = -15; F = 10; G = -1; H = 1.4; I = -3

In the list so far, these contain an aryl thioether with sulfur outside any ring:
Codes – A = Runt-CBFb FRET; B = BaF3 parental; C = Ba/F3 V617F tox; D = S1P4 antagonist; E = NPY2 pot ag; F = NPY-Y1 PAM-ag; G = NPY-Y1 antag; H = S1P4 ag; I = RBBP9 inh
Cc1ccc(CNC(=O)CSc2nc(C)cs2)cc1
  A = -2; B = 2; C = -2; D = -5; E = 2; F = 1; G = -1; H = -1.4; I = -5
CC(C)c1nnc(NC(=O)CSc2nnc(NC(=O)c3c(F)cccc3F)s2)s1
  A = -1; B = 10; C = 4; D = 6; E = -8; F = 8; G = -4; H = -0.2; I = -8
CSc1ccc(C(C(C(=O)c2cccs2)N2CCOCC2)N2CCOCC2)cc1 (configuration not stated)
  A = -2; B = 2; C = -3; D = -4; E = 9; F = -2; G = -7; H = 0.2; I = 7
COc1ccc2nc(C)cc(SCC(=O)N/N=C/c3ccccc3)c2c1
  A = 2; B = 2; C = 1; D = -10; E = 6; F = -8; G = 0; H = -1.1; I = 5
CCCSc1ccc(C(=O)Nc2ccc(Cl)cc2)cn1
  A = 3; B = 4; C = 1; D = 4; E = -6; F = -31; G = -2; H = 0.1; I = -9
COc1ccccc1C(=O)n1nc(-c2ccco2)nc1SC
  A = -2; B = 2; C = -3; D = 2; E = 13; F = 21; G = 1; H = 0.6; I = -13

Bioassay records: PubChem BioAssay, several laboratories
